Source: PubChem
BoNT-F LC inh = BoNT/F light chain protease inhibitors, primary screen, biochemical, flow cytometry, MLPCN library; inhibition, % at 10 µM; AID 588497, 2011; Botulinum neurotoxin type F light chain protease (Clostridium botulinum); 360,000 tested, 0.22% active; Multiplex microsphere protease cleavage assay; in the data active = inhibition above about 35%, passing the limit was not always enough; inconclusive = no clear call, values can overlap the other calls; note: plate controls were buffer without enzyme for full effect and enzyme alone for no effect
Mtb UGM inh = M. tuberculosis UGM enzyme inhibitors, primary screen, biochemical, fluorescence polarization, single point. purified UGM, fluorescence polarization probe displacement. inhibition, % at 10 µM. 320,000 tested, 0.06% active. AID 504406, 2011; in the data active = inhibition above about 10%, passing the limit was not always enough; inconclusive = no clear call, values can overlap the other calls
Target sequence (P9WIQ1 whole entry, looked up): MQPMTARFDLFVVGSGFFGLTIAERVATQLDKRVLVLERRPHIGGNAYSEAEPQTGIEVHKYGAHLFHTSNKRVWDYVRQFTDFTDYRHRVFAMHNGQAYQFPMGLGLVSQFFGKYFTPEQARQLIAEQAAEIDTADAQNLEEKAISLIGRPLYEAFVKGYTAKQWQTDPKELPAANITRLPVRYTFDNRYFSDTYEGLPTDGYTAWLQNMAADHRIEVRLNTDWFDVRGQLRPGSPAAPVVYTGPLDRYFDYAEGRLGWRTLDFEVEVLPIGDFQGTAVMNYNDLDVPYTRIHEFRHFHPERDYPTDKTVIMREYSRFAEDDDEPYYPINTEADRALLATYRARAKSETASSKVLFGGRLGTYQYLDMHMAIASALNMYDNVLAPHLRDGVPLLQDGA
GDH-TPI inh = GDH-TPI coupling enzyme inhibitors, primary screen, artefact control for M. tuberculosis FBA inhibitor project, biochemical, absorbance, full deck; GDH-TPI coupled enzyme counterscreen, NADH absorbance; inhibition, % at 4.8 µM; 360,000 tested, 1.2% active;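 note: 0% = DMSO wells and 100% = wells lacking the enzyme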
FBA Mtb inh = Mtb FBA enzyme inhibitors, primary screen, biochemical, fluorescence, strain H37Rv | Fructose-bisphosphate aldolase (Mycobacterium tuberculosis (strain ATCC 25618 / H37Rv)), … | purified M. tuberculosis FBA, fluorescence read-out | inhibition, % at 1 µM | 360,000 tested, 2.3% active; in the data active = inhibition above about 27%;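 note: 0% = vehicle and 100% = reference inhibitor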
Target sequence (P9WQA3 whole entry, looked up): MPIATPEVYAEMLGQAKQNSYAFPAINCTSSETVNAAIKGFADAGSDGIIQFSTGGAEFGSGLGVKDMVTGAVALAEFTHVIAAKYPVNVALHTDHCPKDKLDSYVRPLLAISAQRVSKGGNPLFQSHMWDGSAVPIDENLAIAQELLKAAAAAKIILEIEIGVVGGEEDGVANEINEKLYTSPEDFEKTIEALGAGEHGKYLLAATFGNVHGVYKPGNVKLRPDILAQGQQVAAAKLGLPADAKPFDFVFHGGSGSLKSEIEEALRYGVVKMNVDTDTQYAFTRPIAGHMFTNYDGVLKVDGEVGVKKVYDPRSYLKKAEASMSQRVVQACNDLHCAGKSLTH
Rv3671c inh = Rv3671c serine protease inhibitors, primary screen, biochemical, fluorescence polarization, M. tuberculosis H37Rv. inhibition, % at 5.96 µM. 320,000 tested, 0.048% active. AID 2606, 2010; in the data active = inhibition above about 38%;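 note: extracellular domain of Rv3671c used as enzyme; 0% = enzyme with DMSO and 100% = no enzyme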
MazF activator = activators of E. coli MazEF toxin-antitoxin RNase, primary screen, biochemical, fluorescence, uHTS | FAM/BHQ RNA-DNA oligo cleavage fluorescence, 5 h | Endoribonuclease toxin MazF (Escherichia coli (strain K12)), P0AE70 | AID 504720, 2011 | 350,000 tested, 0.32% active | activation, % at 20 µM; in the data active = activation above about 50%
Target sequence (P0AE70 whole entry, looked up): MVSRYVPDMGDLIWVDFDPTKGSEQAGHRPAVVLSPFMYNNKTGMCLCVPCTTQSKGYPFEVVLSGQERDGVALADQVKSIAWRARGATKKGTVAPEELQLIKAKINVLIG
FadD28 FP inh = inhibitors of FadD28 bisubstrate probe binding, primary screen, biochemical, fluorescence polarization, single point; Mycobacterium tuberculosis FadD28 fatty-acid-AMP ligase; inhibition, % at 12.5 µM; 360,000 tested, 0.22% active; AID 588549, 2011; in the data active = inhibition above about 8.5%, passing the limit was not always enough; inconclusive = no clear call, values can overlap the other calls
DUSP3 inh = VHR1 phosphatase inhibitors, primary screen, biochemical, absorbance, uHTS. inhibition, % at 13.3 µM. recombinant VHR phosphatase, pNPP absorbance. 290,000 tested, 0.52% active. AID 1654, 2009. Dual specificity protein phosphatase 3 (Homo sapiens), P51452; in the data active = inhibition above about 50%; note: some compounds called inactive have numbers as strong as hits
Target sequence (P51452 whole entry, looked up): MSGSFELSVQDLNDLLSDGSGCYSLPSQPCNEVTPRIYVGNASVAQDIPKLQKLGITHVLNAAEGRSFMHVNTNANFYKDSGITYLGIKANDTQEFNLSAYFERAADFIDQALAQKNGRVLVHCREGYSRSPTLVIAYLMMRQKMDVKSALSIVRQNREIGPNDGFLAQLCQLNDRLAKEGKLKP
Mtb BioA inh = M. tuberculosis BioA enzyme inhibitors, primary screen, biochemical, plate reader, single point, HTS; inhibition, % at 9.99 µM; purified M. tuberculosis BioA enzyme; 7,8-diaminopelargonic acid synthase BioA (Mycobacterium tuberculosis); 360,000 tested, 0.096% active; in the data active = inhibition above about 40%; inconclusive = no clear call, values can overlap the other calls
CCHFV vOTU inh = CCHFV vOTU protease inhibitors, primary screen, biochemical, Pep-AMC substrate, fluorescence. Crimean-Congo hemorrhagic fever virus L polyprotein viral ovarian tumor (vOTU) protease …. inhibition, % at 11.5 µM. 370,000 tested, 0.55% active. AID 651958, 2012; note: 0% = vehicle wells with enzyme and 100% = no enzyme wells
* hit, by the source's call; u = inconclusive; x = not tested or not shown; & = joins results of further samples. Cut-off read from the data, not from the text of the source, unless noted: active = inhibition above about 30%; inactive = the rest.

smiles	DUSP3 inh	MazF activator	GDH-TPI inh	Mtb UGM inh	BoNT-F LC inh	FBA Mtb inh	Rv3671c inh	CCHFV vOTU inh	FadD28 FP inh	Mtb BioA inh
Cc1ccc([C@H]2C[C@H](O)[C@@H](n3cc(COC(=O)c4ccccc4)nn3)CN2C(=O)c2cccs2)cc1	x	-4	-1	x	-2	3	x	-2	1.1	x
CN(C)c1nc2c(N)ncnc2n1[C@H]1O[C@@H](CO)[C@H](O)[C@@H]1O	2	-5	-1	2.9	1	1	x	-3	0.1	-2.5
CCCCn1c(N)c(N(CCC(C)C)C(=O)c2ccc(C)c(S(=O)(=O)N3CCOCC3)c2)c(=O)[nH]c1=O	x	3	6	1.4	1	1	-8	3	-1.3	x
Cc1cccc(N2C(=O)CC(N3CCN(c4ccccn4)CC3)C2=O)c1 (configuration not stated)	0	2	-2	0.4	-1	0	2	-8	0.1	x
CCOc1ccc(NC(=O)CSc2nnc(C3CC3)n2C)cc1	1	-4	-4	-4.4	4	-2	-2	15	-3.5	x
CN1CCN(C2=C(NS(=O)(=O)c3cccs3)C(=O)c3ccccc3C2=O)CC1	31	6	12	-0.7	0	-3	-1	21	-4.5	0.7
Cc1[nH]c(-c2ccco2)nc1C(=O)O	41	-17	17	-0.4	12	3	-12	-12	-0.3	0.3
COc1ccc2[nH]c(C(=O)N(C)Cc3ccccc3)c(C)c2c1	38	-1	-6	-0.7	4	4	-5	0	x	-2.0
O=C(O)/C=C/C(=O)NCc1csc2ccccc12	14	0	-3	0.5	u	5	9	7	-1.0	x
Cc1sc(NC(=O)c2cc3ccccc3oc2=O)c(C(=O)OC(C)C)c1-c1ccccc1	-16	-11	-2	1.2	-29	2	-1	0	-0.3	-1.6
CC(C)c1c(C(=O)N/N=C2\CCc3ccccc32)nnn1-c1nonc1N	10	2	1	-0.6	-3	2	-8	-6	-1.9	-4.8
CCOc1ccc(C2=Nn3c(CC)nnc3SC2)cc1	x	-2	10	0.3	0	-2	6	9	-1.4	-0.8
O=C(COC(=O)c1ccccc1)NCc1cccs1	-4	10	10	-2.0	1	2	8	4	-0.1	-2.2
NNc1ccc2c(C(F)(F)F)cc(C(F)(F)F)nc2n1	8	10	6	1.7	-5	30*	3	-34	-0.4	0.2
COCCCNC(=O)/C=C/c1cccc(Cl)c1	3	-3	-6	-1.1	-2	1	-1	4	-2.3	0.2
COc1ccccc1NC(=O)N1CCCC1C(=O)NCc1cccs1 (configuration not stated)	36	-19	-1	0.5	11	-4	-8	10	-1.1	x
CC(=O)NCCNc1nc2cc(-c3cccc(C(F)(F)F)c3)sc2c(=O)n1C	x	x	10	x	3	2	x	-3	-4.9	0.4
COc1ccc(OC)c(NC(=O)c2cc(-c3cc(C)c(C)cc3O)n[nH]2)c1	-8	-6	12	-0.7	6	6	-5	-17	-1.3	-4.0
CCCNC(=O)C1(C)CCCN(Cc2cccs2)C1 (configuration not stated)	x	x	8	x	-2	4	x	4	-1.8	0.9
CSCCC(NC(=O)c1ccccc1)C(=O)OCC(=O)c1ccc[nH]1 (configuration not stated)	9	-2	8	2.5	-11	2	-24	-10	0.0	x

Continued, overlapping the part above by 2 compounds.
smiles	DUSP3 inh	MazF activator	GDH-TPI inh	Mtb UGM inh	BoNT-F LC inh	FBA Mtb inh	Rv3671c inh	CCHFV vOTU inh	FadD28 FP inh	Mtb BioA inh
CCCNC(=O)C1(C)CCCN(Cc2cccs2)C1 (configuration not stated)	x	x	8	x	-2	4	x	4	-1.8	0.9
CSCCC(NC(=O)c1ccccc1)C(=O)OCC(=O)c1ccc[nH]1 (configuration not stated)	9	-2	8	2.5	-11	2	-24	-10	0.0	x
COc1ccc(S(=O)(=O)/C(C#N)=C/Nc2ccc(NC(C)=O)cc2)cc1	2	5	31*	-1.4	-19	-3	x	10	-2.9	-2.1
COc1nccc(Nc2ccccc2)c1C#N	17	6	1	-0.1	-9	-1	3	20	-3.6	0.8
CCc1ccc(-c2cc(C(F)(F)F)n3nc(C(=O)Nc4cnn(Cc5ccc(C)cc5)c4)cc3n2)s1	-2	-12	10	2.0	3	13	-10	x	-2.5	0.2
Cc1ccccc1NC(=O)c1oc(=O)c2ccccc2c1-c1ccccc1	10	1	13	1.3	-10	2	-12	2	-2.8	-1.5
O=C1C(=O)N(CCCn2ccnc2)C(c2ccc(Cl)cc2)/C1=C(\O)c1ccc2c(c1)OCCO2 (configuration not stated)	-14	-6	11	-0.6	16	0	-4	48*	-1.3	1.6
COc1cccc(/C=N/n2c(COc3ccccc3)n[nH]c2=S)c1OC	31	-1	11	2.1	-18	0	3	19	-1.3	1.5
CCOC(=O)N1CCN(C(=O)CCn2nc(-c3ccc(Cl)cc3)ccc2=O)CC1	14	-5	-5	2.7	-1	3	-3	5	-1.2	0.5
CCCCCCC/C=N/Nc1nnc(Cc2ccccc2)c(=O)[nH]1	53*	1	-4	0.4	u	0	-17	-4	-1.1	x
C/C(N)=C(/C#N)C(=O)CSc1nc2ccccc2c(=O)n1Cc1ccc(F)cc1	-11	4	6	6.2	-5	0	-26	-1	-1.3	-2.5
Cc1ccc(Nc2cc(C)nc3nc(C)nn23)c(C)c1	-4	-9	16	0.7	0	4	9	-1	-0.8	4.3
O=C(CN1C(=O)NC2(CCCC2)C1=O)NCCN1C(=O)S/C(=C\c2ccccc2F)C1=O	x	-3	20	-3.2	1	-4	-8	-4	-3.5	x
O=C(NCc1cccs1)C1CCCN1C(=O)Nc1ccccc1Cl (configuration not stated)	14	9	8	0.6	-1	-2	5	11	1.4	x
CC1(C)CC(=O)C(CC(=O)NC(=O)NCc2ccccc2)=C(O)C1	-14	6	-3	-0.8	-2	-5	2	-3	-1.1	-0.2
COc1ccccc1NC(=O)c1ccccc1-c1nc(-c2ccccc2OC)no1	20	-6	-12	1.0	-6	-3	-12	11	-5.0	x
CCN(CC(=O)NCCc1ccc(F)cc1)Cc1nc2ccccc2c(=O)[nH]1	3	4	-3	1.0	-8	2	1	-13	-1.3	7.2
NCCCC(=O)N1c2ccccc2Sc2ccccc21	25	13	-3	-0.4	5	1	7	9	-2.9	1.4
COc1ccc(N2CCN(C(=O)CSc3nnnn3-c3ccc4c(c3)OCCO4)CC2)cc1	15	-5	-2	0.5	-8	0	4	9	-1.5	x
Cc1cc(OCc2cc(C(=O)N(C)C3CCOCC3)no2)cc(C)c1Cl	19	2	-5	-0.1	14	0	-5	13	-1.6	3.5
Cc1ccc(S(=O)(=O)N(CC(=O)N2CCOCC2)c2ccc(Br)cc2)cc1	8	-6	-8	0.8	-21	0	-5	17	-3.2	x
O=C(NN1CCOCC1)c1ccccc1Br	11	3	5	0.2	u	2	2	-11	-0.1	-1.7
CCN(CC)S(=O)(=O)c1cc([N+](=O)[O-])ccc1NNC(=O)Nc1ccccc1OC	16	0	12	-0.9	3	3	3	17	-2.8	2.6
NS(=O)(=O)c1cc(C(=O)OCC(=O)N2CCc3ccccc3C2)ccc1Cl	x	-9	4	4.7	x	6	-3	10	-2.0	0.6
Cc1cc(C)c(C2C(C#N)=C(N)Oc3n[nH]c(C)c32)cc1CN1CCOCC1 (configuration not stated)	16	6	-1	0.3	4	-1	1	x	-1.6	x
CC(=O)[C@@]1(O)CC[C@H]2[C@@H]3C[C@H](C)C4=CC(=O)C=C[C@]4(C)[C@@]3(F)[C@@H](O)C[C@@]21C	-3	9	-10	1.9	-17	1	-10	-3	-0.4	0.3
COc1ccc(NS(=O)(=O)c2ccc(C)c(C(=O)N3CCC3)c2)cc1	x	3	3	-0.2	u	0	-9	3	-2.0	-1.1
O=c1cc(CN2CCc3ccccc3C2)nc2sccn12	36	8	11	0.8	-4	7	-14	9	-1.6	0.6
COc1cc(C(=O)NNC(=O)Nc2ccc([N+](=O)[O-])cc2)cc(OC)c1OC	-8	2	23	5.2	-6	0	1	14	-2.8	-0.1
Cn1c2ccccc2c2cc(C(=O)OCC(=O)N3CC(=O)Nc4ccccc43)sc21	17	20	22	-1.8	-6	5	-23	4	-1.9	-2.3
O=C1COc2ccc(C(=O)COC(=O)c3cc(S(=O)(=O)NCc4ccccc4)ccc3O)cc2N1	0	-4	1	-1.1	-9	0	-28	8	-5.6	x
CN(C)c1ccccc1C(=O)N1CCCC(C(=O)c2ccc3ccccc3c2)C1 (configuration not stated)	22	4	2	-1.3	-3	1	-6	20	-0.8	x
COc1ccc(-n2nc(C(=O)c3cccs3)cc(-c3nc4ccccc4[nH]3)c2=N)cc1	20	-47	14	0.4	-4	-2	5	-5	-1.6	-0.5
CCCC(=O)Nc1ccccc1NC(C)=O	9	-14	7	1.1	-4	-1	-1	-6	-1.1	0.1
COc1ccc(NC(=O)CSc2nnc(-c3cccs3)n2Cc2ccco2)cc1OC	-4	3	2	-1.8	6	1	12	-11	-2.4	4.0
O=C(c1cncs1)N1CCCC(CNS(=O)(=O)c2cccs2)C1 (configuration not stated)	3	0	-1	-1.0	0	-1	2	-6	-0.6	x
O=C(COC(=O)c1ccc(OC(F)(F)F)cc1)Nc1ncccn1	x	-14	10	-0.9	4	3	4	-8	-1.6	-2.6
COc1ccc(N(CC(=O)Nc2ccc3c(c2)OCCO3)S(=O)(=O)c2cccnc2)cc1	32	-9	12	2.6	-5	2	1	x	-0.2	3.9
COCC(C)n1c(C)cc(C(=O)COc2ccc(C)nc2[N+](=O)[O-])c1C (configuration not stated)	8	4	6	1.0	-6	9	1	19	-1.8	x
O=C(CCC1CCCC1)c1c(O)c2ccccc2oc1=O	-1	3	17	1.4	-7	-1	8	7	-0.3	-1.1
COc1ccc(CN2CCCCC2c2cccnc2)c(OC)c1C (configuration not stated)	-8	8	5	-0.6	-15	2	1	-15	-0.7	-0.4
COc1ccc(-c2nc3ccccc3o2)cc1OC	13	-3	-5	1.3	-4	10	9	-3	-0.9	0.0
COc1ccc(/C=N/NC(=O)c2ccccc2O)cc1COc1ccccn1	8	9	3	1.7	-6	2	4	-5	-1.9	-0.7
COc1ccc(-n2c(C)nnc2SCC(=O)N2C(C)CCCC2C)cc1 (configuration not stated)	13	-4	-7	-0.8	-12	5	-8	-13	-1.8	-1.0
O=C(Nc1ccc2oc(-c3ccccc3F)nc2c1)c1ncn[nH]1	31	-2	13	0.2	4	37*	-7	8	-2.7	-0.9
Cc1cccc(S(=O)(=O)N(C)C[C@H]2OCc3cn(nn3)CCCC(=O)N([C@@H](C)CO)C[C@@H]2C)c1	x	6	-10	x	-1	-2	x	-6	-1.4	-2.3&-1.6&-1.0
CCc1c(C(=O)NNC(=S)NC2CCCCC2)csc1C	5	0	2	0.9	-2	6	12	-8	-2.8	1.5
C[C@H](CO)N1C[C@H](C)[C@@H](CN(C)Cc2cccc(C(=O)O)c2)Oc2cc(Br)ccc2S1(=O)=O	x	-7	9	x	-8	-1	x	-1	-1.0	-0.4&-1.6

No enrichment for hits. Share with any hit: about 4.9%.
